M5 antag: antagonists of human muscarinic M5 receptor (CHRM5); P08912; CHO-hM5 cells, Fluo-8 calcium fluorescence, ACh EC80; inhibition, % at 3 µM; actives 0.59% (n = 360,000); AID 624040;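 active = inhibition above a per-plate cutoff, the mean of that plate's test compounds plus 3 SD, cut at about 27% in these data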;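 also: 0% = acetylcholine EC80 with DMSO and 100% = DMSO without agonist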
Target sequence (P08912 whole entry, looked up): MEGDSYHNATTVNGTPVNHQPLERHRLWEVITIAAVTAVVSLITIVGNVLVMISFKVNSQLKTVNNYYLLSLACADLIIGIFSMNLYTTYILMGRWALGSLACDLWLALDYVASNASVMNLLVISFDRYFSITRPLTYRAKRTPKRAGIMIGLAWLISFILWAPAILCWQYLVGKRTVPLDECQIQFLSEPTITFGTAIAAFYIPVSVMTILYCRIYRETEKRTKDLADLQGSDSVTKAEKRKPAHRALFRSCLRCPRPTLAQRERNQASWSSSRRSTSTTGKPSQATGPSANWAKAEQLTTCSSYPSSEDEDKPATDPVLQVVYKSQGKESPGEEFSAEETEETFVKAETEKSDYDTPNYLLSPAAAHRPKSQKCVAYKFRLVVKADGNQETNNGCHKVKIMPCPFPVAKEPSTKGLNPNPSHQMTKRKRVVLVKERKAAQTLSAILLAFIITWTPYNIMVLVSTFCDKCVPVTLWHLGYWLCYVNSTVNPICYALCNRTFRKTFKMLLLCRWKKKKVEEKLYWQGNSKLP
CHRM5 PAM: CHRM5 positive allosteric modulation | P08912 | CHO-K1 hM5, Fluo-8 calcium, ACh EC20 PAM; 0% = ACh EC20, 100% = ACh EC100 | activation, % at 3 µM | actives 0.3% (n = 360,000) | AID 624038;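 active = activation above the run cutoff, the mean activation of all test compounds plus 3 SD, cut at about 18% in these data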
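Measured by: Fluo-8 calcium fluorescence; material: human M5 receptor in CHO-K1 cells; schedule: Post-acetylcholine fluorescence recording 140 s; benchmarks: low control EC20 acetylcholine (0%), high control EC100 acetylcholine (100%); read-out: Max/basal fluorescence ratio as % of EC20–EC100 ACh window; compound: single dose, 3 µM nominal final test concentration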
M1 ag parental: M1 agonist counterscreen hit in parental CHO-K1 cells | activation, % at 3 µM | Fluo-8 calcium fluorescence; scaled to maximal ATP response, vehicle zero | actives 0.48% (n = 360,000) | AID 602248; in the data active = activation above about 15%;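 also: untransfected CHO-K1 host cells lacking M1 receptor as counterscreen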
CHRM4 antagonist: CHRM4 antagonism in calcium assay | P08173 | CHO-hM4 cells, ACh EC80, Fluo-8 calcium fluorescence | inhibition, % at 3 µM | actives 0.73% (n = 360,000);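 active = inhibition above its plate's cutoff, the mean inhibition of sample wells plus 3 SD, cut at about 27% in these data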;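 also: 0% = acetylcholine EC80 with DMSO and 100% = DMSO without agonist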
Target sequence (P08173 whole entry, looked up): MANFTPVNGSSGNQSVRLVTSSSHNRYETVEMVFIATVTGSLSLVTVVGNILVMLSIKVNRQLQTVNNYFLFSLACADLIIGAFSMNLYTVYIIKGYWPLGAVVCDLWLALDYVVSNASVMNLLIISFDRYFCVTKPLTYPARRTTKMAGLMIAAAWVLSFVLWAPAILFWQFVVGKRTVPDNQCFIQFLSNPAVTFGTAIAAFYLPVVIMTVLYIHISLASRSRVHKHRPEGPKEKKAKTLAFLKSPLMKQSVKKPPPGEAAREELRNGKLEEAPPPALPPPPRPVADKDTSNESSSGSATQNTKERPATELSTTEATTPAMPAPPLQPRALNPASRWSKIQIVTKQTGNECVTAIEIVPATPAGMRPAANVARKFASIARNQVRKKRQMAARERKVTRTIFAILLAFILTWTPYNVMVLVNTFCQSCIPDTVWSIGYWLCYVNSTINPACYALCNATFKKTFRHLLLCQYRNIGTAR
CHO-K1 Ca PAM: M1 PAM counterscreen hit in parental CHO-K1 cells; actives 0.02% (n = 360,000); ATP EC20, Fluo-8 calcium fluorescence; 0% at ATP EC20, 100% at ATP max; activation, % at 3 µM;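 active = activation above the run cutoff, the mean activation of all test compounds plus 3 SD, cut at about 40% in these data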;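 also: peak over basal fluorescence ratio in a 140 s read after ATP addition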
CHO-K1 Ca antag: counter-screen for M1 antagonists: effect in parental CHO-K1 cells | ATP-induced calcium, Fluo-8 fluorescence | inhibition, % at 3 µM | actives 0.6% (n = 360,000);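 active = inhibition above a per-plate cutoff, the plate's mean sample inhibition plus 3 SD, cut at about 24% in these data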;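 also: 0% = DMSO plus EC80 ATP and 100% = DMSO alone without ATP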
M5 ag: CHRM5 agonism in calcium assay | CHO-K1 hM5 cells, Fluo-8 calcium fluorescence; 0% DMSO wells, 100% maximal acetylcholine response | actives 0.19% (n = 360,000) | activation, % at 3 µM | P08912;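 active = activation above the run's mean over test compounds plus 3 SD, cut at about 23% in these data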;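 also: signal is peak over basal fluorescence ratio across the kinetic read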
CHRM4 PAM: potentiates acetylcholine response at human M4 receptor | P08173 | CHO-K1 hM4/Gqi5, Fluo-8 calcium fluorescence, ACh EC20; 0% = ACh EC20, 100% = maximal ACh | activation, % at 3 µM | actives 0.4% (n = 360,000);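 active = activation above its plate's cutoff, the mean activation of sample wells plus 3 SD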; also: some results filed as inactive read as strong as hits
CHRM4 agonist: agonists of human muscarinic M4 receptor (CHRM4); P08173; CHO-K1 hM4/Gqi5, Fluo-8 calcium fluorescence; vehicle 0%, full acetylcholine response 100%; activation, % at 3 µM; actives 0.14% (n = 360,000);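 active = activation above the run mean over all test wells plus 3 SD, cut at about 32% in these data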;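 also: peak over basal fluorescence ratio per well then scaled between controls; 0% = DMSO wells and 100% = acetylcholine at EC100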
Numbers without * were called inactive; nt = no result given. Compounds as they come (roughly 2.7% active in at least one column).

SMILES	M5 antag	CHRM5 PAM	M1 ag parental	CHRM4 antagonist	CHO-K1 Ca PAM	CHO-K1 Ca antag	M5 ag	CHRM4 PAM	CHRM4 agonist
Cc1ccccc1OCCC(=O)OCC(=O)NCCc1ccc(S(N)(=O)=O)cc1	-4	3	1.0	-21	3	-3	5	3	4
O=C(O)CCC(C(=O)O)n1c(O)c(C2=c3ccccc3=NC2=O)sc1=S (stereo unspecified)	-2	-4	0.4	2	22	-7	-4	0	0
CC1(C)CC2(CCCN3C(=O)CSC32)CCS1 (stereo unspecified)	-7	-2	-0.2	5	-8	-13	-1	-4	0
COc1ccc(-c2noc(CN(C)CCC3CCCCO3)n2)cc1 (stereo unspecified)	7	2	1.0	-16	7	10	3	1	2
O=C(N/N=C/c1ccccc1O)c1cc[n+]([O-])cc1	8	-1	0.0	-6	-28	10	-3	5	0
CCOc1ccc(S(=O)(=O)/N=C(\N)c2ccccc2)cc1	2	-3	5.1	-13	-12	-10	6	-6	6
Cc1cc(SCC(=O)NN)c2cc(Br)ccc2n1	6	-2	0.5	-3	11	-8	-4	-16	2
O=C(NCc1ccco1)c1ccc(N2CCCC2=O)cc1	-12	-11	1.4	-5	20	-12	1	0	0
O=C(COC(=O)c1ccco1)NCc1ccc(F)cc1	0	-7	0.6	-7	13	0	-1	-2	0
O=c1c2ccccc2nc(-c2cccs2)n1-c1cccc2ccccc12	2	-5	-0.5	-1	-10	13	-3	0	-2
S=c1[nH]nc(-c2ccc(Cl)cc2)n1-c1ccc2c(c1)OCCO2	-2	1	0.4	-8	9	-3	-6	11	1
CN(CCOC(=O)c1cccc(Br)c1)C(C)(C)C	-2	-1	0.6	-23	11	-5	-6	0	2
CC(C)Oc1ccc(C(CC(=O)O)n2cnnn2)cc1 (stereo unspecified)	1	2	-0.2	3	13	-1	-1	-1	1
O=C(Nc1ccccc1)N1CCC(C(=O)N2CCN(S(=O)(=O)c3cccc(F)c3)CC2)CC1	-3	-2	0.6	11	15	-4	-1	-4	0
COc1ccccc1CNC(=O)C1COc2ccccc2O1 (stereo unspecified)	-8	-7	0.4	3	14	-2	-10	-2	0
CCCNC(=O)C1CCN(S(=O)(=O)c2ccc(-c3nn[nH]n3)cc2)CC1	13	-3	0.3	1	14	-5	-1	12	-1
COc1ccc(Cc2nnc(SCC(=O)Nc3ccc(N4CCOCC4)cc3)o2)cc1	20	-8	1.0	-7	-5	5	-3	-4	3
CC1=CC(=O)CC(C)(C)C1(O)/C=C/C(C)=C/C(=O)O (stereo unspecified)	6	3	0.5	-15	17	-3	2	4	4
COc1ccc(C(=O)NCC(=O)OCC(=O)c2ccccc2Br)cc1OC	21	-6	0.6	-9	12	3	3	2	4
O=S(=O)(c1ccccc1)c1nc(-c2ccccc2)oc1NCCCN1CCOCC1	17	-3	1.2	-10	30	-12	-6	7	2
COC(=O)c1nc2n(n1)C(c1ccc(OC)c(OC)c1OC)C1=C(CCCC1=O)N2 (stereo unspecified)	-4	0	-0.3	1	-7	6	-1	-3	1
COc1cc2c(cc1OC)CN(C(=O)Cc1c(F)cccc1Cl)CC2	12	-4	0.8	4	-13	-8	-1	1	3
O=C(Nc1ccccc1)N1CCNCC1	5	3	-0.3	-16	12	7	0	4	1
CC(=O)OCCNC(=O)c1cc2ccccc2oc1=O	1	2	-0.1	1	-10	14	-2	2	1
Cc1cc(C)nc(NC(=O)C(C)N2C(=O)c3ccccc3C2=O)n1 (stereo unspecified)	3	-9	0.5	-10	7	-4	1	1	0

(further entries)
SMILES	M5 antag	CHRM5 PAM	M1 ag parental	CHRM4 antagonist	CHO-K1 Ca PAM	CHO-K1 Ca antag	M5 ag	CHRM4 PAM	CHRM4 agonist
COc1ccc2c(c1)C(=O)N(c1ccc(C)cc1C)C(=O)C2	1	-2	-0.4	-2	-8	13	-1	4	0
CCCNC(=O)N1C[C@H](O)COC[C@H]2O[C@@H](CC(=O)N[C@@H]3CCN(Cc4ccccc4)C3)CC[C@@H]21	-1	0	nt	-14	nt	nt	0	8	1
CSc1nsc(SCC(=O)Nc2cccc(C(=O)O)c2)n1	-1	4	0.0	3	5	-17	-2	-1	1
COc1ccc(C(=O)O)cc1S(=O)(=O)N(CCc1ccccc1)Cc1ccccc1	-1	3	3.3	18	5	-8	1	-3	6
O=C(CSc1nnnn1C1CCCC1)N1CCCCC1	16	-3	0.3	-4	7	-8	-3	12	0
CCNC(=S)N(CCN(CC)CC)Cc1cc2cc3c(cc2[nH]c1=O)OCCO3	13	1	1.3	-2	18	13	-2	0	0
O=C(Nc1ccc(N2CCN(C(=O)c3cccs3)CC2)cc1)c1ccc(F)cc1	13	-4	1.1	3	-9	8	0	-9	6
COc1ccc(Cl)cc1NC(=O)c1noc(C)c1[N+](=O)[O-]	-2	-2	0.2	-4	-3	-12	-5	-2	2
O=[N+]([O-])c1cc(Cl)ccc1NCCc1ccccn1	14	-5	3.5	-3	14	-13	-3	2	2
O=C(Nc1ccc2c3c(cccc13)CC2)c1ccccc1	0	0	0.1	-11	5	-4	-2	6	1
Cc1ccc(-n2ncc3c2CC(C)(C)CC3NC(=O)c2cc[n+]([O-])cc2)cc1 (stereo unspecified)	5	2	0.9	0	-1	-2	-4	1	0
CCn1cc([N+](=O)[O-])c(C(=O)N2N=C3/C(=C/c4cccs4)CCCC3C2c2cccs2)n1 (stereo unspecified)	-6	6	0.1	1	2	-7	3	-1	0
Cc1ccc(S(=O)(=O)N2[C@@H](c3ccc(Br)cc3)C(C(=O)O)=C[C@H]2C(C)(C)C)cc1	4	-4	0.4	-5	15	-18	1	7	-1
Cc1ccc(NC(=O)CN(C)C(=O)c2ccc(NS(=O)(=O)c3ccc4[nH]c(=O)[nH]c4c3)cc2)cc1	4	6	0.6	-3	-8	-15	-3	15	4
NC(=O)NOCc1ncc(C(F)(F)F)cc1Cl	-7	5	0.1	-6	10	-5	0	10	1
CCCS(=O)(=O)NC(=O)C1(C)CCCN(C(=O)c2cc(-c3ccccc3)cs2)C1 (stereo unspecified)	3	-6	0.8	-18	24	-22	-2	5	-2
Cc1nn(-c2ccccc2)c(Cl)c1/C=C(/CC(=O)O)c1nc2ccccc2s1	18	-4	0.5	-2	26	-8	1	3	2
COc1ccc(N(CC(=O)Nc2ccc3c(c2)OCCO3)S(=O)(=O)c2cccc(C)c2)cc1	21	-38	2.4	-10	10	1	-2	-8	15
COC(=O)CNC(=O)CN(c1ccc(OC)cc1OC)S(=O)(=O)c1ccccc1	6	-3	0.1	0	7	-8	2	4	3
CS(=O)(=O)c1ccc(-c2nn[nH]n2)cc1	0	17	0.3	-15	16	-8	-3	8	1
CC(C)N(CCNS(=O)(=O)c1ccc(Cl)cc1)C(C)C	2	-7	-0.3	-2	11	-5	-8	-9	0
O=C(CCCC1=NS(=O)(=O)c2ccccc2N1)NCCc1ccc(Cl)cc1	13	-4	2.1	5	19	-18	-6	2	0
CC1C(=O)CC(c2ccccc2)N(C)C1c1ccccc1 (stereo unspecified)	3	-2	-0.8	-16	-15	19	-3	4	-3
COc1ccc(S(=O)(=O)N(C)CC(=O)NCCN2CCOCC2)cc1Cl	7	1	0.4	5	10	-14	-3	3	1
CCC(=O)C1CCCN(C(=O)CCc2nnc(-c3ccc4c(c3)OCO4)o2)C1 (stereo unspecified)	-12	3	0.4	-10	9	2	-2	5	2

Continued.
SMILES	M5 antag	CHRM5 PAM	M1 ag parental	CHRM4 antagonist	CHO-K1 Ca PAM	CHO-K1 Ca antag	M5 ag	CHRM4 PAM	CHRM4 agonist
Cc1cc(C)c(C)c(SCC(=O)Nc2oc(C)c3c(C)n[nH]c(=O)c23)c1C	5	3	-0.4	-1	5	-3	2	0	0
Cc1ccc(CSc2nnc(-c3cccs3)n2C)cc1	-3	4	9.3	5	5	0	-3	1	1
O=C(Nc1nc2ccccc2n1CCN1CCOCC1)c1ccc(COc2ccccc2Br)o1	18	-13	3.8	43*	22	-4	-4	-8	8
O=C1CC(c2ccc(F)cc2)Cc2nc(N3CCN(c4ccccc4)CC3)ncc21 (stereo unspecified)	-4	3	1.0	-1	-2	40*	-2	22	0
C#CCOCCOCCOCCNc1nc(N2CCN(C(=O)[C@H]([C@@H](C)CC)n3cc([C@@H](N)Cc4ccc(O)cc4)nn3)CC2)nc(N2CCN(C(=O)[C@H]([C@@H](C)CC)n3cc([C@@H](N)Cc4ccc(O)cc4)nn3)CC2)n1	6	7	-0.5	-11	9	4	0	2	0
CC1(C)CCc2c([nH]c3ccccc3c2=O)O1	-4	6	-0.2	-22	21	-6	-4	-2	2
CN(C)CCn1c2c(c(SCC(=O)Nc3ccc4c(c3)OCCO4)nc1=O)CCCC2	5	2	2.5	3	6	5	0	0	-1
COCCNC(=O)/C(C#N)=C/c1c(N2CCN(c3ccc(OC)cc3)CC2)nc2c(C)cccn2c1=O	3	-7	3.1	6	4	-9	3	-5	8
CC(=O)Oc1ccc(-c2cccc(C(=O)NCCO)c2)cc1	6	-8	1.6	4	19	-11	0	2	4
Cc1c(NC(=O)C2Cc3ccccc3CN2C(=O)c2ccco2)c(=O)n(-c2ccccc2)n1C (stereo unspecified)	-6	9	1.0	-1	19	-12	-7	11	1
COc1ccc(C(=O)N2CC3(CC(c4cccc(NC(=O)CC(c5ccccc5)c5ccccc5)c4)=NO3)C[C@H]2C(N)=O)cc1 (stereo partly specified)	6	6	0.0	-6	8	-3	-3	12	2
Cc1ccc(OCCOCCn2cnc3ccccc3c2=O)c([N+](=O)[O-])c1	-2	2	1.3	-2	24	-9	0	2	0
CCN(CC)CCN(Cc1cc2ccc(C)c(C)c2[nH]c1=O)C(=S)NCc1ccco1	2	6	0.7	-8	16	-16	-4	-5	2
COc1ccc(Nc2nc3ccccc3nc2NS(=O)(=O)c2cccs2)c(OC)c1	0	-1	-0.2	-1	-2	-6	-1	-1	0
COc1ccc(/C=N/OC/C(O)=C(\C#N)c2nc3ccccc3[nH]2)cc1	3	-7	0.4	2	9	-7	0	3	-1
Cc1cccc(OCc2nnc(SCC(=O)N(C(C)C)C(C)C)n2Cc2ccco2)c1C	7	15	1.0	-3	-9	3	-1	14	0
COCCn1c(=N)c(S(=O)(=O)c2ccc(F)cc2)cc2c(=O)n3ccccc3nc21	-2	4	0.4	0	4	-6	-7	1	2
COc1ccc(C)cc1NC(=O)CCN1CCN(C/C=C/c2ccccc2)CC1	11	3	-0.3	-4	-8	0	-20	1	3
COc1ccc(-c2cn3cc(C)ccc3n2)cc1OC	1	3	-0.5	0	17	-13	-10	2	0
O=C(COC(=O)CNC(=O)c1cccc([N+](=O)[O-])c1)Nc1nc2ccccc2s1	0	-6	3.8	0	11	4	0	-9	8
Fc1ccc(C2=CC(c3ccco3)n3nnnc3N2)cc1 (stereo unspecified)	-5	10	1.1	-10	1	-4	5	9	1

Looked up one by one from the entries so far:
SMILES	M5 antag	CHRM5 PAM	M1 ag parental	CHRM4 antagonist	CHO-K1 Ca PAM	CHO-K1 Ca antag	M5 ag	CHRM4 PAM	CHRM4 agonist
COc1ccc(-c2cn3cc(C)ccc3n2)cc1OC	1	3	-0.5	0	17	-13	-10	2	0
COc1ccc(Nc2nc3ccccc3nc2NS(=O)(=O)c2cccs2)c(OC)c1	0	-1	-0.2	-1	-2	-6	-1	-1	0

2 compounds from above with just CHRM5 PAM, CHRM4 PAM and M1 ag parental.
Structure	CHRM5 PAM	CHRM4 PAM	M1 ag parental
Cc1ccc(OCCOCCn2cnc3ccccc3c2=O)c([N+](=O)[O-])c1	2	2	1.3
Cc1cc(C)c(C)c(SCC(=O)Nc2oc(C)c3c(C)n[nH]c(=O)c23)c1C	3	0	-0.4

Compound activity (PubChem BioAssay)
